RNase H inhibition: RNase H inhibition, HIV 1 Gag Pol polyprotein, FRET biochemical assay, screening (AID 372). inhibition, % at 10 µM; hits with a dose series show IC50 in µM. HIV-1 RT RNase H, FRET RNA/DNA substrate fluorescence; higher % means a stronger effect. actives 0.77% (n = 100,000); in the data active = inhibition above about 50%
* marks the source's active call; other numbers are inactive results; & = joins results of further samples. The list is partial. The share of hits here may be higher or lower than overall.

SMILES	RNase H inhibition
COc1cc(/C=C2\C=C(c3ccc(Cl)cc3)OC2=O)cc(Br)c1OC(C)=O	13.0%
CCOC(=O)C1=C(C)N=c2s/c(=C/c3ccc(C)cc3)c(=O)n2C1c1cccs1 (configuration not stated)	12.0%
COc1ccc(C(NC(=O)c2ccco2)c2ccc(OC)c(OC)c2)cc1 (configuration not stated)	23.0%
O=C(O)c1cc(S(=O)(=O)N2CCCCCC2)c(Cl)cc1Cl	15.0%
CCCN1C(=O)C(=Cc2nc3ccccc3c(=O)n2CC)c2cc(Br)ccc21	15.0%
COc1ccc(N=Cc2cc([N+](=O)[O-])ccc2Cl)cc1	10.0%
CCCC(=Nc1ccccc1)C1=C(O)C(C(=O)OC)C(C)(C)CC1=O (configuration not stated)	3.0%
COc1ccccc1CNc1cccc(F)c1	0.0%
COc1cccc(/C(C)=N/NC(=O)C2CC2)c1	0.0%
CN1C(=O)/C(=C/C=C/c2ccccc2Cl)SC1=S	7.0%
CCCc1ncc(C(O)c2ccc(OCC)cc2)n1C (configuration not stated)	10.0%
CCCC(=O)Nc1ccc(C(=O)/C=C/c2ccc(Cl)cc2Cl)cc1	25.0%
C=CCN1C(=O)/C(=C/c2ccc(O)c(OC)c2)S/C1=N\S(=O)(=O)c1ccc([N+](=O)[O-])cc1	36.0%
COc1ccccc1N1C(=O)/C(=C\c2cn(Cc3ccccc3)c3ccccc23)C(=O)NC1=S	0.0%
COc1cccc(C(=O)N2CCN(C3CCCC3)CC2)c1	0.0%
COc1ccc(-c2cc(C(F)(F)F)n3ncc(C(=O)Nc4cccc(O)c4)c3n2)cc1OC	9.0%
CN(C)/C(=N\S(=O)(=O)c1ccc(Br)cc1)c1ccccc1	0.0%
O=[N+]([O-])c1cccc(-c2cn(-c3ccccc3NCc3ccccc3)cn2)c1	11.0%
O=C1CNC(=O)/C1=C/c1ccc(Br)cc1	10.0%
COc1cc(-c2cc(=O)oc(-c3ccc(Br)cc3)n2)cc(OC)c1OC	15.0%
COc1ccc(CNc2ccc([N+](=O)[O-])cc2C)cc1	16.0%
Fc1ccc(-c2noc(-c3ccccc3)n2)cc1	4.0%
O=C(COc1cccc2ccccc12)N/N=C/c1cc(Br)ccc1O	7.0%
CC1(C)Cc2ccccc2-c2nc3n(c(=O)c21)CCS3	0.0%
O=C(CCCN1C(=O)/C(=C\c2cccs2)SC1=S)Nc1nc2ccccc2s1	18.0%
Cc1ccc2cccc(OC(=O)c3oc4ccccc4c3C)c2n1	5.0%
COc1ccc(CCNC(=O)c2ccccc2OC)cc1OC	0.0%
Cc1onc(-c2ccccc2Cl)c1C(=O)NN	0.0%
O=C1c2ccc(S(=O)(=O)c3ccc4c(c3)C(=O)N(CCO)C4=O)cc2C(=O)N1CCO	2.0%
COC(=O)C1=C(O)/C(=C\c2ccccc2)N=C1C	48.0%
COc1ccc(NC(=O)C(=O)NC2CCCC2)cc1	2.0%
Cc1c(C(c2ccc(-c3ccc(Cl)cc3)o2)c2c(C)n(C)n(-c3ccccc3)c2=O)c(=O)n(-c2ccccc2)n1C	4.0%
CCCCCc1nc2sc3c(c2c(=O)n1N)CCCC3	6.0%
Cc1ccc(NC(=S)NC(=O)c2cccc(I)c2)cc1C	13.0%
CCc1ccc(N2CC(C(=O)N/N=C/c3cccc([N+](=O)[O-])c3)CC2=O)cc1 (configuration not stated)	6.0%
Cc1c(C(=O)OC(C)C)sc(NC(=O)COc2ccc(Cl)cc2)c1C(N)=O	11.0%
CCN(CC)c1ccc(NC(=S)NC(=O)c2cccc(Cl)c2)cc1	34.0%
Fc1ccccc1OCCCCCCN1CCCC1	0.0%
CC(=O)CSc1sc(=S)sc1SCC(C)=O	11.0%
O=C1/C(=C/N(C(=O)c2ccco2)c2ccc(Br)cc2)Sc2ccccc21	3.0%
Nc1cc(=O)[nH]c(SCC(=O)N2CCOCC2)n1	15.0%
CS(=O)(=O)N1CCN(CC(O)Cn2c3ccccc3c3ccccc32)CC1 (configuration not stated)	10.0%
COC(=O)c1ccc(Cl)c(NC(=O)NC(c2ccccc2)c2ccccc2)c1	1.0%
CCCOc1ccc(C(=O)Nc2ccc3oc(-c4c(F)c(F)c(F)c(F)c4F)nc3c2)cc1	14.0%
O=C(c1ccc(S(=O)(=O)c2ccc(Cl)cc2)cc1)c1ccc(S(=O)(=O)c2ccc(Cl)cc2)cc1	7.0%
CC1=C(C(=O)Nc2ccc(Cl)cc2)C(c2cccc3ccccc23)NC(=S)N1 (configuration not stated)	3.0%
N#Cc1ccc(N=Cc2cccc(Cl)c2Cl)cc1	9.0%
COC(=O)COc1ccc(/C=C2\C(=O)NC(=O)N(c3ccc(F)cc3)C2=O)cc1OC	0.0%
CCN1C(=O)/C(=C\c2cc(OC)c(OC)c(OC)c2)SC1=S	25.0%
O=C1C=C(Nc2ccccc2F)CC(c2ccccc2)C1 (configuration not stated)	4.0%
COc1ccc(C2CC(=O)C(C=NCCN3CCN(C(C)=O)CC3)=C(O)C2)cc1 (configuration not stated)	3.0%
Cc1ccc(NCC(=O)N/N=C\c2ccc(OC(=O)c3ccccc3)cc2)cc1	3.0%
O=C(NCC(O)c1ccccc1)C(=O)NC1CC1 (configuration not stated)	0.0%
O=C(CN1C2=NCCN2c2ccccc21)c1cccc([N+](=O)[O-])c1	7.0%
COc1cc(C(=O)Nc2ccc(-c3nc4ccccc4s3)cc2)cc(OC)c1OC	18.0%
Cc1cc(OCC(=O)Nc2ccc(NC(=O)c3ccccc3)c(Br)c2)cc(C)c1Cl	17.0%
COC(=O)CCCCCN1C(=O)c2ccccc2C1=O	6.0%
O=C(CCCCC(=O)NN=Cc1ccc(O)cc1O)NN=Cc1ccc(O)cc1O	23.0%
O=[N+]([O-])c1ccc(Cl)c(/C=N/N2CCN(c3ccccc3)CC2)c1	19.0%
CCCn1c(=O)c(C(=O)NCc2ccccn2)c(O)c2ccccc21	18.0%

Next structures.
SMILES	RNase H inhibition
COC(=O)C1=CN(Cc2ccc(OC)cc2)C=C(C(=O)OC)C1c1cccs1	40.0%
CCOC(=O)C1=C(C)N=c2s/c(=C\c3cc4c(cc3Br)OCO4)c(=O)n2C1c1ccc(Cl)cc1 (configuration not stated)	6.0%
O=C1NC(=S)S/C1=C\c1cc(Cl)c(OCc2ccccc2)c(Cl)c1	13.0%
COc1ccc(C(=O)N2CCc3ccccc3C2)cc1	15.0%
Cc1ccc(C(=O)Nc2ccc(F)c([N+](=O)[O-])c2)cc1	6.0%
CC(=O)N/C(=C\c1ccccc1)C(=O)NC(=S)Nc1ccccc1O	0.0%
CCOC(=O)CCN1C(=O)/C(=C/c2ccccc2Cl)SC1=S	11.0%
COC(=O)c1c(N)sc(/C(C)=C/C#N)c1C	0.0%
CCCOc1ccccc1N/C(N)=N/c1nc(C)cc(C)n1	13.0%
COC(=O)C1=C(C)NC(=O)CC1c1ccccc1Br (configuration not stated)	3.0%
Cc1cccc(OCC(=O)N/N=C/c2ccc(O)c(I)c2)c1	11.0%
CC1=C(C(=O)OC(C)C)C(c2ccc(Cl)cc2)NC(=O)N1C (configuration not stated)	7.0%
O=C(CSc1ncn[nH]1)Nc1ccc([N+](=O)[O-])cc1	0.0%&2.0%
COc1ccc(NC(=O)c2cc3ccccc3cc2OC)cc1OC	6.0%
COc1ccc(C(C2=C(O)CC(C)(C)CC2=O)C2C(=O)CC(C)(C)CC2=O)cc1OC (configuration not stated)	5.0%
O=C(c1ccc(Cl)cc1)N1CCN(c2ccc(Cl)cc2[N+](=O)[O-])CC1	10.0%
C=CCN1C(=O)/C(=C/c2cc(C)n(-c3ccc(NC(C)=O)cc3)c2C)C(=O)NC1=S	21.0%
Cc1cc(C)c(OCCCCCN2CCCCC2)c(C)c1	12.0%
O=C1c2ccccc2NC(c2cccc(O)c2)N1c1ccccc1 (configuration not stated)	26.0%
O=C(NCc1ccc(F)cc1)c1ccncc1	19.0%

Exported as labelled records: entries from further up
COC(=O)C1=CN(Cc2ccc(OC)cc2)C=C(C(=O)OC)C1c1cccs1
  RNase H inhibition = 40.0%
COC(=O)C1=C(C)NC(=O)CC1c1ccccc1Br (configuration not stated)
  RNase H inhibition = 3.0%
CCCOc1ccccc1N/C(N)=N/c1nc(C)cc(C)n1
  RNase H inhibition = 13.0%

The results go on.
SMILES	RNase H inhibition
CCCC(C)C(=O)Nc1cc(Cl)ccc1C (configuration not stated)	16.0%
COc1ccc2c(-c3ccccc3)cc(=O)[nH]c2c1	13.0%
COC(=O)c1ccccc1NC(=O)COc1cc(C)cc(C)c1	16.0%
O=C1c2ccccc2C(=O)N1Oc1c(F)c(F)c(C(F)(F)F)c(F)c1F	0.0%
O=C1/C(=C/c2ccc(F)cc2)SC(=S)N1c1ccccc1Cl	0.0%
C=C(C)Cn1c(-c2ccccc2)n[nH]c1=S	0.0%
CCOc1ccc(-c2cc(C(=O)Nc3nnc(C)s3)c3ccccc3n2)cc1	8.0%
Cc1cc2nn(-c3ccc(Cl)cc3)nc2cc1NC(=O)c1ccc([N+](=O)[O-])cc1	20.0%
COc1ccc(Cl)cc1C(=O)Nc1ccccc1[N+](=O)[O-]	9.0%
Cc1ccc(N2CCCCC2)c2c1C(=O)c1ccccc1C2=O	19.0%
O=C(NC(=S)Nc1cc(C(F)(F)F)ccc1Cl)c1cccc(Cl)c1	8.0%
O=C(O)CCCCCNC(=O)c1ccccc1O	8.0%
O=C(NCCSc1ccccc1)c1ccccc1Cl	0.0%
COc1cccc(C(=O)Nc2ccc(I)cc2)c1	10.0%
COCCOC(=O)c1ccc(NC(=O)c2c(-c3ccccc3Cl)noc2C)cc1	7.0%
O=C(Nc1ncc(Cc2ccc(Cl)cc2Cl)s1)c1ccccc1	4.0%
Cc1ccc(S(=O)(=O)NCC(c2ccccc2)N2CCOCC2)cc1 (configuration not stated)	0.0%
O=C(N/N=C/c1cccnc1)/C(=C\c1ccc2c(c1)OCO2)NC(=O)c1ccccc1	7.0%
COc1cc(OC)c(OC)cc1/C=C1/C(=O)NC(=O)N(c2ccc(C)cc2)C1=O	13.0%
CC(=O)Nc1ccc(/C=C(\C#N)c2nn(CCO)c(N)c2C#N)cc1	6.0%

Structures shown so far containing bromine:
SMILES	RNase H inhibition
COc1cc(/C=C2\C=C(c3ccc(Cl)cc3)OC2=O)cc(Br)c1OC(C)=O	13.0%
CCCN1C(=O)C(=Cc2nc3ccccc3c(=O)n2CC)c2cc(Br)ccc21	15.0%
CN(C)/C(=N\S(=O)(=O)c1ccc(Br)cc1)c1ccccc1	0.0%
O=C1CNC(=O)/C1=C/c1ccc(Br)cc1	10.0%
COc1cc(-c2cc(=O)oc(-c3ccc(Br)cc3)n2)cc(OC)c1OC	15.0%
O=C(COc1cccc2ccccc12)N/N=C/c1cc(Br)ccc1O	7.0%
O=C1/C(=C/N(C(=O)c2ccco2)c2ccc(Br)cc2)Sc2ccccc21	3.0%
Cc1cc(OCC(=O)Nc2ccc(NC(=O)c3ccccc3)c(Br)c2)cc(C)c1Cl	17.0%
CCOC(=O)C1=C(C)N=c2s/c(=C\c3cc4c(cc3Br)OCO4)c(=O)n2C1c1ccc(Cl)cc1 (configuration not stated)	6.0%
COC(=O)C1=C(C)NC(=O)CC1c1ccccc1Br (configuration not stated)	3.0%

Further entries.
SMILES	RNase H inhibition
CCC(C)NC(=O)CN(c1cccc(Br)c1)S(=O)(=O)c1ccccc1 (configuration not stated)	10.0%
COc1ccc(/C=C(/NC(=O)c2ccccc2)c2nc3ccccc3[nH]2)cc1OC	14.0%
CCOC(=O)c1c(N)sc2c1CCN(C(=O)OCC)C2	10.0%
O=C(Nc1ccc(Cl)cc1)c1ccccc1C(F)(F)F	12.0%
CN1C(=O)/C(=C\c2ccc(Sc3ccc(Cl)cc3)o2)SC1=S	22.0%
Cc1cc(C)nc(NC(=O)c2ccc(F)cc2)n1	28.0%
Cc1cc(C)c(-n2nnnc2SCC(=O)Nc2nonc2-c2nc3ccccc3n2C)c(C)c1	22.0%
Cc1nn(C(=O)C23CC4CC(CC(C4)C2)C3)c(C)c1Sc1ccccc1	0.0%
CCN(CC)c1ccc(/C=C2\C(=O)NC(=O)N(c3cc(C)cc(C)c3)C2=O)o1	11.0%
CCCCC1(C2CCCCC2)Cc2ccccc2-c2nc(SCC(N)=O)[nH]c(=O)c21 (configuration not stated)	18.0%
CCOC(=O)c1c(C)nc(-c2ccccc2)nc1NC(C)=O	3.0%
CC(C)(O)C(=O)/C=C/c1ccc(Cl)cc1Cl	13.0%
COc1ccc(Cl)cc1C(=O)Nc1ccccc1F	3.0%
CCOC(=O)C(Cc1ccc(OCC)cc1)SC#N (configuration not stated)	9.0%
O=C(Nc1ncccc1Cl)c1cccc(Cl)c1	8.0%
Cc1ccc(C(=O)N/C(=C\c2cccs2)c2nc(=S)[nH][nH]2)cc1	9.0%
Cc1c(Cc2ccccc2)sc(NC(=O)c2ccccc2Br)c1C(N)=O	19.0%
CCC(=O)N1CCN(c2cc(N3CCCC3)c(F)cc2[N+](=O)[O-])CC1	8.0%
COc1ccc(C(=O)/C=C/C=C(Cl)Cl)cc1	16.0%
CCOc1cc(CN2CCC(C(=O)NCc3ccc(OC)cc3)CC2)ccc1O	6.0%
O=c1nc(/C=C/c2ccc(Cl)cc2)cc(C(F)(F)F)[nH]1	0.0%
O=C(CN(c1ccc([N+](=O)[O-])cc1)S(=O)(=O)c1ccccc1)NCc1ccc(Cl)cc1	19.0%
Cn1c(=N)n(CCO)c2ccccc21	20.0%
O=C(c1cccc(F)c1)N1CCN(Cc2cccc(F)c2)CC1	3.0%
COc1ccc(NC(=O)c2cccc(NC(=O)C(C)(C)C)c2)cc1	31.0%
CC(=O)C1=C(C)NC(SCC(=O)c2ccc(C)cc2)=C(C#N)C1c1ccccc1Cl (configuration not stated)	17.0%
COC(=O)CCC(=O)Nc1ccccc1C(=O)Nc1ccccc1	0.0%
COc1ccc(C2CC(=O)C3=C(C2)NC(C)=C(C#N)C3c2cccc(OC)c2OC)cc1 (configuration not stated)	3.0%
O=C1/C(=C/c2ccc(-c3cccc(Cl)c3)o2)SC(=Nc2ccccc2)N1c1ccccc1	4.0%
CCOc1ccc(N=C(c2cccc([N+](=O)[O-])c2)N2CCOCC2)cc1	3.0%
COc1cccc(NC2=C(Cl)C(=O)N(c3ccc(C)cc3C)C2=O)c1	0.0%
